# M5 PAM: human M5 muscarinic receptor positive allosteric modulators, primary screen, CHO-K1 cells, Fluo-8 calcium fluorescence. Muscarinic acetylcholine receptor M5 (Homo sapiens), P08912. CHO-K1 hM5, ACh EC20 PAM; 0% = ACh EC20, 100% = ACh EC100. activation, % at 3 µM. hit rate 0.3% among 360,000. AID 624038, 2012;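 active = activation above the run cutoff, the mean activation of all test compounds plus 3 SD, cut at about 18% in these data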
# Target sequence (P08912 whole entry, looked up): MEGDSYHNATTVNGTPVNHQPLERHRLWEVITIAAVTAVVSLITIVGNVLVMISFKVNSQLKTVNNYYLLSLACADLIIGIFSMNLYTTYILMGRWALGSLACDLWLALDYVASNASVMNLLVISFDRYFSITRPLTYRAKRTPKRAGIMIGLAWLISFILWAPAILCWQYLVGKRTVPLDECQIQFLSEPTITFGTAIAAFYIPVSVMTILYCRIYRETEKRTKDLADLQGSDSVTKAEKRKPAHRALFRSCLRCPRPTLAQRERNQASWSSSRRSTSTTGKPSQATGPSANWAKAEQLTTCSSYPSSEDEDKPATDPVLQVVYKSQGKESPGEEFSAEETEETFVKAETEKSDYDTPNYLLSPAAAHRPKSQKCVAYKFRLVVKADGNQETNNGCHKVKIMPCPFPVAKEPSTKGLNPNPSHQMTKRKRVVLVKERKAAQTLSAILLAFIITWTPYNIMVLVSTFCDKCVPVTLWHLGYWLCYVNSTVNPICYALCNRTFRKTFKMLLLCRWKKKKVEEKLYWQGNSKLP
#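 Replicates: One well per compound, no replicates | System: Human M5 receptor in CHO-K1 cells | Benchmarks: Low control EC20 acetylcholine (0%), high control EC100 acetylcholine (100%) | Probe or stimulus: Acetylcholine, EC20 level | Times: Fluo-8 loading 80 min at 37 °C plus 30 min room temperature | Signal: Intracellular calcium via Fluo-8 fluorescence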
# CHRM4 agonist: human M4 muscarinic receptor agonists, primary screen, CHO-K1 cells, Fluo-8 calcium fluorescence. hit rate 0.14% among 360,000. activation, % at 3 µM. CHO-K1 hM4/Gqi5; vehicle 0%, full acetylcholine response 100%. AID 624127, 2012. Muscarinic acetylcholine receptor M4 (Homo sapiens), P08173;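 active = activation above the run mean over all test wells plus 3 SD, cut at about 32% in these data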;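 note: peak over basal fluorescence ratio per well then scaled between controls; 0% = DMSO wells and 100% = acetylcholine at EC100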
# M5 antag: human M5 muscarinic receptor antagonists, primary screen, CHO cells, Fluo-8 calcium fluorescence. hit rate 0.59% among 360,000. inhibition, % at 3 µM. CHO-hM5 cells, ACh EC80;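 active = inhibition above a per-plate cutoff, the mean of that plate's test compounds plus 3 SD, cut at about 27% in these data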;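 note: 0% = acetylcholine EC80 with DMSO and 100% = DMSO without agonist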
# CHRM1 antagonist: human M1 muscarinic receptor antagonists, primary screen, CHO-K1 cells, Fluo-8 calcium fluorescence, 1536-well | Muscarinic acetylcholine receptor M1 (Homo sapiens), P11229 | CHO-K1 hM1, ACh EC80 antagonist | inhibition, % at 3 µM | hit rate 1.3% among 360,000 | AID 588852, 2011;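 active = percent inhibition above its own plate's cutoff, namely the mean of that plate's compound wells plus 3 SD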;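 note: peak over basal fluorescence ratio during 140 s after agonist addition; 0% = ACh EC80 plus DMSO and 100% = DMSO alone without agonist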
# CHRM4 antagonist: human M4 muscarinic receptor antagonists, primary screen, CHO cells, Fluo-8 calcium fluorescence | CHO-hM4 cells, ACh EC80 | inhibition, % at 3 µM | hit rate 0.73% among 360,000;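 active = inhibition above its plate's cutoff, the mean inhibition of sample wells plus 3 SD, cut at about 27% in these data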;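 note: 0% = acetylcholine EC80 with DMSO and 100% = DMSO without agonist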
# M5 ag: human M5 muscarinic receptor agonists, primary screen, CHO-K1 cells, Fluo-8 calcium fluorescence; CHO-K1 hM5 cells; 0% DMSO wells, 100% maximal acetylcholine response; activation, % at 3 µM; Muscarinic acetylcholine receptor M5 (Homo sapiens), P08912; hit rate 0.19% among 360,000;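 active = activation above the run's mean over test compounds plus 3 SD, cut at about 23% in these data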;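 note: signal is peak over basal fluorescence ratio across the kinetic read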
# M1 ag: human M1 muscarinic receptor agonists, primary screen, Fluo-8 calcium fluorescence, CHO-K1 cells, HTS. Muscarinic acetylcholine receptor M1 (Homo sapiens), P11229. CHO-K1 hM1, agonist mode; 0% DMSO, 100% acetylcholine EC100. activation, % at 3 µM. hit rate 0.33% among 360,000. AID 588814, 2011;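 active = activation above the run's mean compound activation plus 3 SD, cut at about 16% in these data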;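 note: peak over basal fluorescence ratio within a 140 s kinetic read after compound addition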
# TAAR1 agonist: human TAAR1 agonists, primary screen, Fluo-8 calcium fluorescence, CHO RD-HGA16 cells. vehicle wells 0%, saturating PEA agonist 100%. activation, % at 3 µM. hit rate 0.99% among 360,000. AID 624467, 2012;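 active = activation above the mean activation of all test compounds in the run plus 3 SD, cut at about 38% in these data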
# Target sequence (Q96RJ0 whole entry, looked up): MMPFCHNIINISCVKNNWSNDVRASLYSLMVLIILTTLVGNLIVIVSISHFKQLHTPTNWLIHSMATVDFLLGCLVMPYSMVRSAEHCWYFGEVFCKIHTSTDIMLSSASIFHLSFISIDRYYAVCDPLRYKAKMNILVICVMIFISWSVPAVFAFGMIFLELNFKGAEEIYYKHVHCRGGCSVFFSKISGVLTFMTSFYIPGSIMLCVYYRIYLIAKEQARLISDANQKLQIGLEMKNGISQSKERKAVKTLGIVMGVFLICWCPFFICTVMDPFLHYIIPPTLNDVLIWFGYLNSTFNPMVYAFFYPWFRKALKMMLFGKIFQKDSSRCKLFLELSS
#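 test system = CHO RD-HGA16 cells carrying human TAAR1 plus Gα16 | schedule = 17-24 h seeding, 75 min 37 °C dye, 30 min RT | compound dosing = 3 µM single concentration | control set = DMSO and PEA EC100 | replicates = n 1 | signal = Fluo-8 fluorescence, 5 s baseline then 140 s kinetic read | measure = percent activation vs PEA EC100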
# M1 PAM: human M1 muscarinic receptor positive allosteric modulators, primary screen, CHO-K1 cells, Fluo-8 calcium fluorescence, 1536-well | Muscarinic acetylcholine receptor M1 (Homo sapiens), P11229 | CHO-K1 hM1, ACh EC20; 0% = ACh EC20, 100% = maximal ACh | activation, % at 3 µM | hit rate 0.088% among 360,000 | AID 588819, 2011; in the data active = activation above about 19%, passing the limit was not always enough
# * marks the source's active call; other numbers are inactive results; x = not tested or not shown.
Structure	M5 PAM	CHRM4 agonist	M5 antag	CHRM1 antagonist	CHRM4 antagonist	M5 ag	M1 ag	TAAR1 agonist	M1 PAM
COC(=O)c1c(C)oc2ccc(N(C(C)=O)S(=O)(=O)c3ccccc3)cc12	4	5	-4	-14	-10	-3	-3	-3	16
COc1ccc(C(c2nnnn2CC2CCCO2)N2CCN(c3cccc(C)c3C)CC2)cc1 (centres undefined)	-4	-1	-4	-7	1	-6	-3	1	2
COc1cccc(N2CCN(C(=O)C3CCC(=O)N(C4CCCCCC4)C3)CC2)c1 (centres undefined)	5	9	4	-7	-7	5	3	2	2
COc1cc(OC)nc(NC(=O)COC(=O)C2CCCCC2)n1	0	1	-2	-1	-4	0	-2	3	5
O=C(/C=C/c1ccccc1)NCCSCc1ccccc1	0	0	-1	2	0	-3	-4	1	-4
Cc1ncc(CO)c(CNc2ccc(-c3nc4ccccc4[nH]3)cc2)c1O	-1	0	7	-18	2	-3	-8	3	12
COCCCNC(=O)c1ccc2c(=O)n(Cc3ccccc3OC)c(=S)[nH]c2c1	-9	4	5	-12	-15	-4	-1	7	4
CCc1ccccc1NC(=O)CN(C)C(=O)COC(=O)c1ccco1	-2	0	9	-6	9	2	0	1	7
Cc1cc(C(=O)Nc2ccccc2C(F)(F)F)no1	4	1	-5	-15	-1	2	-4	1	4
COc1ccc(NC(=O)c2cc(C3CCCCN3S(=O)(=O)c3ccccc3)on2)c(C)c1 (centres undefined)	-4	4	5	-7	23	-1	-7	2	-1
COc1cc(OC)c(NC(=S)Nc2cccc(C(C)=O)c2)cc1Cl	-5	4	-1	-6	3	1	-2	4	9
CCOc1ccc2[nH]c(C)c(CN3CCOCC3)c(=O)c2c1	0	0	12	-9	-4	-4	-6	2	8
Cc1cccc(C)c1NC(=O)Nc1nc(C(N)c2ccccc2Cl)cs1 (centres undefined)	1	7	-3	-14	4	4	5	13	6
COc1ccc2[nH]c3c(N4CCC(O)(c5cccc(C(F)(F)F)c5)CC4)ncnc3c2c1	-19	7	13	10	-6	-5	-4	14	-4
COc1ccccc1CNC(=O)C1CCCN1S(=O)(=O)c1ccc2c(c1)C(C)(C)C(=O)N2C (centres undefined)	-2	2	-4	-2	-9	1	-2	1	4
CCc1ccc(OCC(=O)O/N=C(\N)Cc2ccc([N+](=O)[O-])cc2)cc1	-4	-1	-13	-2	-5	-6	-10	10	-3
CC(C)(C)c1ccc(C(=O)N2CCC(=O)N(C(CO)Cc3ccccc3)CC2)cc1 (centres undefined)	-7	19	9	-2	6	16	5	46*	6
CC(C)(C)n1nnnc1CN1CCC(NC(=O)NC2CCCCC2)CC1	3	0	-1	2	6	-2	-2	5	2
O=C(COc1ccc(F)cc1)NN1C(=O)CSC1=S	-12	3	16	-1	0	-1	0	11	-2
Cc1ccc(C(=O)OCC(=O)Nc2sc3c(c2C#N)CCCC3)cc1NC(=O)c1ccco1	7	5	-7	-16	-13	1	-1	4	6
Cc1ccc(Nc2nc(-c3ccc(S(=O)(=O)N4CCCC4)cc3)cs2)cc1C	-1	0	-4	-5	1	1	-3	x	3
CC1=CC2C(C3C=CC2(C)C(=O)C3(C)O)C(C)(O)C1=O (centres undefined)	9	1	2	-17	-9	0	13	1	3
C=CCNC(=O)CN(c1ccccc1OCC)S(=O)(=O)c1ccc(C)cc1	-6	1	-6	-10	-2	-1	-4	2	7
O=C(Nc1nnc(C2CCCCC2)s1)c1ccco1	6	1	-12	-5	-6	0	-2	9	0
COCc1[nH]nc2c1C1(CCSCC1)C(C#N)=C(N)O2	-2	4	5	-6	-4	2	-3	2	-1
Cc1cccc(OC(C)C(=O)Nc2nc(-c3ccncc3)cs2)c1 (centres undefined)	-3	2	2	4	5	1	-3	2	-1
O=c1oc2ccccc2c(NCc2ccccc2F)c1[N+](=O)[O-]	-4	2	0	7	2	1	-2	5	3
CN(CC(=O)Nc1ccc(F)cc1)C(=O)Cc1ccsc1	-12	1	13	-11	5	1	-3	-1	11
CCOc1cc(CNn2cnnc2)cc(Br)c1OCC(=O)NC(C)(C)C	-3	1	3	-6	11	-1	-3	2	7
COc1ccccc1C(=O)NNC(=O)CCN1C(=O)/C(=C\c2ccccc2)SC1=S	5	4	3	-3	2	2	-2	-1	6
CCCCNC(=O)C1(C)CCCCN1C(=O)c1ccc2sccc2c1 (centres undefined)	-1	0	8	3	7	0	-5	0	-2
Cc1c(C(=O)NCc2ccccc2CN2CCCC2)oc2c(F)cccc12	0	0	8	-11	3	-8	-8	-2	1
CC(C)[C@H](NC(=O)OC(C)(C)C)c1nnc(SCC(=O)Nc2ccc(Br)cc2)o1	-11	9	4	13	4	6	0	6	0
CC(=O)c1cccc(NC(=O)c2ccc(OCc3c(C)noc3C)cc2)c1	11	2	-12	-4	-18	4	-6	5	3
COc1ccc(-n2nc(C(=O)NCC(=O)NCCCN3CCOCC3)c3ccccc3c2=O)cc1OC	0	1	3	-12	-6	-3	-12	-3	9
CC(=O)Nc1ccc(CN(C)c2c(C)nc3ccc(C(=O)NCCCn4ccnc4)cn23)cc1	0	0	-2	-11	4	-1	-8	2	4
CCNC(=O)CN(c1ccccc1)S(=O)(=O)c1ccc(Cl)cc1	3	0	3	-5	6	-8	-5	6	4
COc1ccccc1C(=O)NCCC(=O)Nc1ccc(S(=O)(=O)N2CC(C)CC(C)C2)cc1 (centres undefined)	-6	14	5	-3	-23	-3	-5	9	0
O=c1ccc(-c2n[nH]c(=S)n2-c2ccc(F)c(Cl)c2)n[nH]1	-1	2	-6	-4	-1	-6	-11	7	14
CCOc1cc(/C=C(\C#N)C(N)=O)ccc1OCc1c(C)no[n+]1[O-]	3	3	5	-1	-5	8	2	7	4

# Looked up one by one from above:
Structure	M5 PAM	CHRM4 agonist	M5 antag	CHRM1 antagonist	CHRM4 antagonist	M5 ag	M1 ag	TAAR1 agonist	M1 PAM
CCCCNC(=O)C1(C)CCCCN1C(=O)c1ccc2sccc2c1 (centres undefined)	-1	0	8	3	7	0	-5	0	-2
COc1ccc(-n2nc(C(=O)NCC(=O)NCCCN3CCOCC3)c3ccccc3c2=O)cc1OC	0	1	3	-12	-6	-3	-12	-3	9
CCOc1cc(/C=C(\C#N)C(N)=O)ccc1OCc1c(C)no[n+]1[O-]	3	3	5	-1	-5	8	2	7	4

# Further entries follow.
Structure	M5 PAM	CHRM4 agonist	M5 antag	CHRM1 antagonist	CHRM4 antagonist	M5 ag	M1 ag	TAAR1 agonist	M1 PAM
Cc1nc2ccc(S(=O)(=O)N(C)CC(=O)N3CCc4ccccc43)cc2s1	-3	3	2	-11	-9	0	-2	3	7
COc1ccc(N(CC(=O)Nc2ccccc2C(F)(F)F)C2=NC3CS(=O)(=O)CC3S2)cc1 (centres undefined)	-1	3	1	-14	-1	5	-1	7	7
O=C(NCc1ccc(Cl)cc1)C1CCCN(C(=O)c2ccc(Cl)cc2)C1 (centres undefined)	-2	2	5	21	8	-3	-3	-2	-5
CN(CC(=O)Nc1c(Cl)cccc1Cl)C(=O)c1ccccc1SCC(=O)N1CCCC1	7	1	1	-6	-6	-3	-3	2	2
Cc1ccc(-c2noc(CSc3nnc(Cc4ccccc4)n3-c3ccc(Cl)cc3)n2)cc1	-4	4	-8	-9	-7	3	3	1	14
Cc1ccc2nc(-c3cccc(-c4cccc(Cl)c4)c3)c(NCc3ccccc3)n2c1	-32	7	28*	27	28*	-3	-5	10	-11
COc1ccc(CCNC(=O)c2c(O)c3cc(OC)c(OC)cc3[nH]c2=O)cc1OC	-1	0	2	-12	-11	0	-2	1	4
O=C(CCNC(=O)Cn1ccc2ccccc2c1=O)NCCN1CCN(c2cccc(Cl)c2)CC1	5	0	-5	-7	3	-4	-4	17	3
CCCCNC(=O)c1cc2c(=O)n3cccc(C)c3nc2n(Cc2ccccc2)c1=N	2	2	-2	-6	1	0	-13	-3	-3
Cc1[nH][nH]c(=O)c1[C@@H](c1ccccc1[N+](=O)[O-])C(C#N)C#N	-3	0	12	5	-5	-5	-1	1	1
CCCCc1nc2cc(C(=O)N3CCCCC3C(=O)OC)ccc2o1 (centres undefined)	-2	1	2	-10	-2	-4	-3	0	7
O=C(Cn1c(=O)oc2ccccc21)NCc1ccco1	2	0	3	12	-7	0	-1	1	-10
O=C(CCCc1cccs1)N1CCN(S(=O)(=O)c2ccccc2Br)CC1	-2	5	-6	-1	3	-2	-4	8	-5
O=C(c1ccco1)[C@@H]1[C@@H]2C(=O)N(c3ccc(Br)cc3)C(=O)[C@@H]2C2c3ccccc3C=CN21 (some centres undefined)	-3	3	3	-9	8	3	2	2	9
COc1ccc(CSc2cccc3cccnc23)cc1[N+](=O)[O-]	-4	3	5	-7	3	-2	-5	5	3
Cc1ccc(SCc2cc(=O)n3[nH]c(C)nc3n2)cc1	-3	0	3	12	6	0	-3	0	-12
CCN(CC)S(=O)(=O)c1ccc(O)c(C(=O)OCC(=O)N(C)Cc2ccccc2)c1	3	5	6	-13	-3	-1	-4	6	6
Cc1ccc(OCCN2CCN(C(=O)CCC(=O)Nc3nnc(C)s3)CC2)cc1	-10	0	4	-1	1	-3	0	13	-1
N/C(CS(=O)(=O)c1ccc(F)cc1)=N\O	11	0	2	-19	13	2	-1	19	18
Cc1ccccc1N1CCN(S(=O)(=O)c2nnc(NC(=O)c3ccco3)s2)CC1	-4	2	10	-24	-12	-3	-2	-1	9
O=C(NCc1ccccc1)C(c1ccc(O)cc1)N(C(=O)Cn1nnc(-c2cccs2)n1)c1ccc2c(c1)OCCO2 (centres undefined)	-3	1	10	6	13	0	-5	14	1

# Part of the list above, limited to M1 PAM and CHRM1 antagonist:
mol	M1 PAM	CHRM1 antagonist
Cc1ccccc1N1CCN(S(=O)(=O)c2nnc(NC(=O)c3ccco3)s2)CC1	9	-24
O=C(c1ccco1)[C@@H]1[C@@H]2C(=O)N(c3ccc(Br)cc3)C(=O)[C@@H]2C2c3ccccc3C=CN21 (some centres undefined)	9	-9

# Assay outcomes deposited in PubChem BioAssay by The Scripps Research Institute Molecular Screening Center.

# The list is partial; the hit share may differ from the screen's.
